# MIN6 prolif – inducers of MIN6 beta-cell proliferation, primary screen, ATP luminescence, uHTS. MIN6 cells proliferation, ATPlite luminescence, 48 h; cells starved in 0.2% serum; 100% = growth in 10% serum. proliferation, % at 10 µM. 0.29% of 330,000 active. AID 2380, 2010;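 active = compounds whose signal lies at least 3.5 SD above the mean of all wells on their plate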;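 also: 0% = DMSO-treated cells in low-serum medium and 100% = 10% serum control; some compounds called inactive have numbers as strong as hits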
# SENP1 inh – human SENP1 catalytic domain inhibitors, primary screen, biochemical, FRET, uHTS; Sentrin-specific protease 1 (Homo sapiens), Q9P0U3; recombinant SENP1 catalytic domain, CyPet-SUMO1-YPet FRET cleavage; inhibition, % at 10 µM; 0.21% of 360,000 active;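 active = inhibition at least 30% at 10 µM, raw YFP signal under a set limit, fluorescence ratio 0.5 to 1.5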;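 also: 0% = enzyme with DMSO and 100% = no enzyme wells; some results filed as inactive read as strong as hits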
# Target sequence (Q9P0U3 419-644 limits assumed): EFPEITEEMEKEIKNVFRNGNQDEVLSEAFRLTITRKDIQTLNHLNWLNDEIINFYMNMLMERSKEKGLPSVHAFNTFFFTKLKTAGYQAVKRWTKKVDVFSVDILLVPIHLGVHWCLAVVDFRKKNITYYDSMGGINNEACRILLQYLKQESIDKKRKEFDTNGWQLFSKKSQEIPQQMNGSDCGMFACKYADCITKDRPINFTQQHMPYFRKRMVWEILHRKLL
#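 material = recombinant human SENP1 catalytic domain, His6-tagged | quantity = 20 pM enzyme | reagent = 25 nM SUMO1 FRET substrate | compound dosing = 10 µM single point, 0.5% DMSO | timing = 50 min enzyme reaction, room temperature, light-protected | detection = FRET, CFP and YFP emission | control set = no-enzyme low, enzyme-DMSO high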
# APOBEC3A inh – APOBEC3A ssDNA deaminase inhibitors, primary screen, selectivity assay for APOBEC3G inhibitor project, biochemical, FAM/TAMRA oligo cleavage fluorescence; 0.41% of 330,000 active; recombinant A3A, FAM/TAMRA ssDNA deamination fluorescence; DNA dC->dU-editing enzyme APOBEC-3A (Homo sapiens), P31941; AID 493011, 2011; inhibition, % at 20 µM;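 active = at least 40% inhibition at 20 µM here, with at most 30% in a related deaminase screen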;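 also: plate controls were A3A with DMSO for no effect and wells lacking A3A enzyme for full effect; some results filed as inactive read as strong as hits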
# Target sequence (P31941 whole entry, looked up): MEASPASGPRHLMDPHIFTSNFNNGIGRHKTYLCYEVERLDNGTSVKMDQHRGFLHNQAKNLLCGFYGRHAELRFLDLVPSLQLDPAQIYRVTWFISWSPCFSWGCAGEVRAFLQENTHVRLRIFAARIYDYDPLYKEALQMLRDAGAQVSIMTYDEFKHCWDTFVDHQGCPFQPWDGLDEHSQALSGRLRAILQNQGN
# APOBEC3G inh – APOBEC3G DNA deaminase inhibitors, primary screen, biochemical, fluorescence, single-stranded DNA substrate, uHTS. inhibition, % at 20 µM. recombinant A3G, ssDNA deamination FAM/TAMRA fluorescence. DNA dC->dU-editing enzyme APOBEC-3G (Homo sapiens), Q9HC16. AID 493012, 2011. 0.28% of 330,000 active;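 active = inhibition of at least 40% at 20 µM, with no more than 30% in the related APOBEC3A deaminase screen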;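 also: plate controls were DMSO wells with A3G for no effect and wells lacking A3G enzyme for full effect; some compounds called inactive have numbers as strong as hits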
# NALP3 yeast inh – NALP3 inflammasome inhibitors in reconstituted yeast, primary screen, luminescence, uHTS | Yeast reconstituted NLRP3/ASC/caspase-1, beta-gal luminescence, 24 h | inhibition, % at 10 µM | 0.39% of 330,000 active | AID 2825, 2010;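 active = inhibition of 50% or more; inactive = inhibition below 50%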;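 also: plate controls were induced DMSO wells for no effect and uninduced yeast grown without galactose for full effect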
# mIAP inh – inhibitors of mouse IAP, primary screen, biochemical, luminescence, uHTS. intestinal alkaline phosphatase [Mus musculus]. purified mouse IAP, CDP-Star luminescence, 30 min. inhibition, % at 10 µM. 0.2% of 330,000 active;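 active = inhibition of at least 40% at 10 µM in the primary screen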;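 also: plate controls were DMSO with enzyme for no effect and no enzyme wells for full effect; values of inactives mirror those of a sister screen read the other way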
# hIAP block – human IAP inhibitors, primary screen, biochemical, luminescence, uHTS | Intestinal-type alkaline phosphatase (Homo sapiens), P09923 | inhibition, % at 10 µM | 0.12% of 330,000 active | purified IAP, CDP-Star luminescence, 30 min;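 active = inhibition reaching a set limit with compound at 10 µM in the primary screen, cut at about 35% in these data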;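 also: plate controls were DMSO wells with enzyme for no effect and no-enzyme buffer wells for full effect; values of inactives mirror those of a sister screen read the other way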
# Target sequence (P09923 whole entry, looked up): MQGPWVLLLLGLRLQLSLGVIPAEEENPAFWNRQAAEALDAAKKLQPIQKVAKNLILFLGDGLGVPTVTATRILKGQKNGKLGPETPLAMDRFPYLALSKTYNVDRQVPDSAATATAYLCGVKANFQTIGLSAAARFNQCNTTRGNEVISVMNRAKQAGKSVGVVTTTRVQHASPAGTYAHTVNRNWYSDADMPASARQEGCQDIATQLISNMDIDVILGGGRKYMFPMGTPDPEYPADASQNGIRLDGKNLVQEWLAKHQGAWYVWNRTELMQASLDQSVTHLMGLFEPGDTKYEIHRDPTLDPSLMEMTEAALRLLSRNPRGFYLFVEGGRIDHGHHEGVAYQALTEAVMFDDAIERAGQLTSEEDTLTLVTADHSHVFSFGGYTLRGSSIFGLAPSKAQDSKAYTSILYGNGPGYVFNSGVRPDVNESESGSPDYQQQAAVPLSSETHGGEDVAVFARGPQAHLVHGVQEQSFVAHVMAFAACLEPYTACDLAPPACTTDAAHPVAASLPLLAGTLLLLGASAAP
# hIAP act – human IAP activators, primary screen, biochemical, luminescence, uHTS. Intestinal-type alkaline phosphatase (Homo sapiens), P09923. purified human IAP, CDP-Star luminescence, 30 min; active compounds read high; 1 = vehicle-only enzyme, 0 = enzyme-free background. activation factor at 10 µM. 0.16% of 330,000 active. AID 2524, 2010;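 active = activation factor of the enzyme at least 2-fold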; also: the source names both 10 and 20 µM as test concentration; values of inactives mirror those of a sister screen read the other way
# mIAP act – activators of mouse IAP, primary screen, biochemical, luminescence, uHTS | intestinal alkaline phosphatase [Mus musculus] | muIAP, CDP-Star luminescence, 30 min; active compounds read high; 1 = vehicle-only enzyme signal, 0 = enzyme-free wells | activation factor at 10 µM | 0.24% of 330,000 active | AID 2805, 2010;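 active = activation factor of at least 2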; also: the source names both 10 and 20 µM as test concentration; values of inactives mirror those of a sister screen read the other way
#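 Assay system: mouse IAP enzyme / Compound: DMSO-dissolved test compounds / Timing: 30 min, room temperature / Measured by: luminescence from enzymatic CDP-Star hydrolysis / Control set: DMSO-only wells, enzyme-free buffer wells as negative control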
# Starred values were filed as active, the others as inactive; / = not tested or not shown. Some of the compounds tested; rates above refer to the full screens.
entry	SMILES	MIN6 prolif	SENP1 inh	APOBEC3A inh	APOBEC3G inh	NALP3 yeast inh	mIAP inh	hIAP block	hIAP act	mIAP act
1	COc1ccc(CCN2C(=O)CC(N3CCC(C(N)=O)CC3)C2=O)cc1OC (configuration not stated)	0	-1	-2	-10	9	10	-2	1	0.9
2	CS(=O)(=O)N(CC(=O)Nc1ccc2c(c1)OCO2)c1ccc(Cl)cc1	-1	-1	-3	-3	-2	-4	-6	1.1	1
3	Cc1cc(C)nc(CCNC(=O)CC2C(=O)NCCN2Cc2ccc(F)cc2Cl)n1 (configuration not stated)	5	-3	-1	-8	18	-5	0	1	1.1
4	CC(C)C(NS(=O)(=O)c1ccc2c(c1)C(C)(C)C(=O)N2C)C(=O)NCc1ccccc1Cl (configuration not stated)	3	0	-4	-4	1	-7	3	0.97	1.1
5	Cc1sc2ncnc(N3CCN(c4ncccn4)CC3)c2c1C	3	-2	1	-4	33	8	2	0.98	0.92
6	CC1=NCCN1S(=O)(=O)c1cccc([N+](=O)[O-])c1	1	5	0	-6	10	6	-4	1	0.94
7	O=C(Nc1ccc2c(c1)OCCO2)c1cnc2n(c1=O)CCS2	-3	1	0	-4	18	1	8	0.92	0.99
8	Cc1ccccc1CN(C)C(=O)[C@H](Cc1ccccc1)NC(=O)c1ccco1	-5	1	3	7	1	-7	-20	1.2	1.1
9	Cc1c(CC(=O)NCC(=O)NCC(=O)O)c(=O)oc2cc3oc4c(c3cc12)CCCC4	5	-33	-1	-2	-4	4	11	0.89	0.96
10	CN(C)CCNS(=O)(=O)c1ccc(N2CCc3ccccc32)c([N+](=O)[O-])c1	-2	1	0	-6	21	15	15	0.85	0.85
11	Cc1cc(S(=O)(=O)NCc2ccc(N3CCN(C)CC3)cc2)c(C)s1	-3	2	5	-5	-6	-7	13	0.87	1.1
12	O=C(Nc1ccc(OCC(F)(F)C(F)F)c(C(F)(F)F)c1)c1ccc(Cl)cc1	-3	1	2	1	6	-2	10	0.9	1
13	O=C(NCCOCCOCCNC(=O)c1cccnc1)c1cccnc1	0	-3	11	0	9	10	-4	1	0.9
14	O=C1OCCN1C(=O)[C@H]1[C@H](c2ccccc2)C(c2ccccc2)=NN1c1ccccc1	/	-44	2	-1	/	-11	/	/	1
15	C=CCn1c(SCC(=O)c2c(N)n(C)c(=O)n(C)c2=O)nnc1-c1ccncc1	0	-2	11	-5	4	-1	5	0.95	1
16	COc1ccc2c(c1)C(=O)N(c1ccc(C)cc1)C(=O)C2	2	28	-2	-5	26	6	-3	1	0.94
17	CCn1cc(CCC(=O)NCc2ccc(F)cc2)c2ccccc21	1	2	4	0	17	-2	-12	1.1	1
18	O=C(c1cc2nc(-c3ccco3)cc(C(F)(F)F)n2n1)N1CCN(c2ccccn2)CC1	-2	-41	2	1	20	6	9	0.91	0.94
19	CC1=C(C(=O)Nc2ccccc2)C(c2cccs2)C(C#N)=C(SCC#N)N1 (configuration not stated)	-2	-3	2	-6	-7	10	1	0.99	0.9
20	O=C(CN1CCN(S(=O)(=O)c2ccc(Br)cc2)CC1)N/N=C/c1ccncc1	-1	1	-4	-4	-14	-5	-17	1.2	1.1
21	CC(Sc1nnc(-c2cccs2)n1-c1ccccc1)C(=O)NCc1ccco1 (configuration not stated)	0	1	-4	-7	3	8	-15	1.1	0.92
22	c1cc(Nc2ncnc3sc4c(c23)CCC4)ccn1	-3	-4	0	-10	-6	-2	-21	1.2	1
23	COc1ccc(NC(=S)N2CCN(S(C)(=O)=O)CC2)cc1	-1	4	-2	-3	11	2	15	0.85	0.98
24	CC(C)C(NC(=O)c1ccc(Cl)c([N+](=O)[O-])c1)C(=O)NCc1ccccn1 (configuration not stated)	-3	-6	1	0	14	12	5	0.95	0.88
25	OCCNCCCCOc1ccccc1F	2	-1	-1	-6	11	8	10	0.9	0.92
26	COC(=O)c1ccc(/C=C2/SC(=S)N(CCC(=O)N3CCOCC3)C2=O)cc1	-2	-1	3	-3	27	9	-18	1.2	0.91
27	O=C(CCn1c(=O)sc2ccccc21)Nc1ccon1	-2	0	-3	-7	9	5	-3	1	0.95
28	Cc1cc2c(cc1S(=O)(=O)NC1CCCCC1C)OCC(=O)N2 (configuration not stated)	2	2	-4	-6	11	4	-19	1.2	0.96
29	Cc1ccc(S(=O)(=O)NC(C)C(=O)N2CCOCCOCCOCC2)cc1 (configuration not stated)	1	0	-1	-6	23	0	10	0.9	1
30	Cc1ccc(S(=O)(=O)N2C(=O)[C@@H]3Cc4ccccc4CN3C2=O)cc1	1	-2	-2	-8	12	-5	-9	1.1	1
31	Cc1ccc(N2C(=O)C3C4CCC(O4)C3C2=O)c(OC(F)F)c1 (configuration not stated)	-1	1	0	-6	12	6	-4	1	0.94
32	O=c1c2ccccc2nnn1CSc1nc2ccccc2c(=O)n1CCCO	0	2	0	-3	-2	9	6	0.94	0.91
33	O=C(COc1ccccc1[N+](=O)[O-])N/N=C/c1cccs1	-1	2	1	-6	-15	-19	-2	1	1.2
34	FC(F)(F)c1nnc2sc(-c3ccco3)nn12	-1	3	10	-2	13	5	2	0.97	0.95
35	CC(C)c1nnc(NC(=O)C2CCN(S(=O)(=O)c3ccc(-n4cnnn4)cc3)CC2)s1	3	1	2	-4	7	-7	8	0.92	1.1
36	COc1ccccc1CNC(=O)N[C@@H](Cc1ccccc1)C(=O)O	-4	3	1	-3	1	-5	3	0.97	1.1
37	Brc1ccc(-c2csc(N3CCOCC3)n2)cc1	-1	2	-3	-10	-17	-7	-9	1.1	1.1
38	CCC(c1nnnn1Cc1ccc(OC)cc1)N(CCCO)Cc1cc2cc3c(cc2[nH]c1=O)OCO3 (configuration not stated)	-2	-27	36	1	-9	-6	-11	1.1	1.1
39	COc1ccccc1N1CCN(c2nc3c(C)cccn3c(=O)c2C=O)CC1	0	-12	1	-4	26	5	11	0.89	0.95
40	COc1ccc(C(=O)O)cc1S(=O)(=O)NCc1ccncc1	-3	-1	-3	-5	4	-4	15	0.85	1
41	O=C(CCNC(=O)Cn1ccc2ccccc2c1=O)NCCCN1CCN(c2ccc(F)cc2)CC1	1	0	-3	-3	14	4	5	0.95	0.96
42	Fc1ccc(Nc2nc(Oc3ccc4c(c3)OCO4)nc(N3CCOCC3)n2)c(F)c1	-4	-2	4	2	-1	-4	-8	1.1	1
43	COc1ccc(/C=C/C(=O)OCc2cccc([N+](=O)[O-])c2)cc1	-2	0	-2	-3	31	-6	-3	1	1.1
44	O=C(CNC(=O)c1sc2ccccc2c1Cl)NC1CC1	0	0	0	-4	2	19	-1	1	0.81
45	CC1(C)C2CC[C@]1(C)C(=O)N(CCCCN1CCN(c3ccccn3)CC1)C2=O	-1	1	-5	-9	6	-11	-18	1.2	1.1
46	O=C(NCC1CCCO1)c1cc(S(=O)(=O)N2CCCC2)c(Cl)cc1Cl (configuration not stated)	0	-1	11	-4	-2	-1	2	0.97	1
47	O=C(CCn1c(=O)oc2ccccc21)Nc1nc2ccccc2s1	2	2	1	-6	19	-12	8	0.92	1.1
48	CC(C)OC(=O)COc1ccc(-c2ccccc2)cc1	-2	0	-1	0	-3	7	-18	1.2	0.93
49	CC1CCN(CC(=O)Nc2ccc(N3CCCCCC3)cc2)CC1	-4	0	-9	-11	33	-23	-25	1.2	1.2
50	COc1ccc(C)cc1NC(=O)CSc1ccc(-c2ccccn2)nn1	-1	-1	-4	-6	8	4	-15	1.2	0.95

# More structures follow:
entry	SMILES	MIN6 prolif	SENP1 inh	APOBEC3A inh	APOBEC3G inh	NALP3 yeast inh	mIAP inh	hIAP block	hIAP act	mIAP act
51	O=C(NCCC1CCCCN1S(=O)(=O)c1ccccc1)C(=O)Nc1ccc(F)cc1 (configuration not stated)	-2	2	1	-6	18	4	-22	1.2	0.96
52	O=C(CSc1nnc(Cc2ccccc2)n1-c1ccc(F)cc1)N1CCOCC1	1	2	-2	-3	11	15	-11	1.1	0.85
53	CC(=O)N1CCN(C(=O)c2ccco2)CC1	-1	-2	-3	0	19	-8	-5	1	1.1
54	COCC1CCN(C(=O)c2ccc3oc(Cc4ccccc4)nc3c2)C1 (configuration not stated)	0	-1	-3	-10	-4	-13	13	0.87	1.1
55	CC(C)n1nnc(-c2ccc(OCc3ccccc3F)cc2)n1	-4	1	34	4	28	0	-1	1	1

# Compounds listed so far that contain an aryl methoxy group, in the order listed:
entry	SMILES	MIN6 prolif	SENP1 inh	APOBEC3A inh	APOBEC3G inh	NALP3 yeast inh	mIAP inh	hIAP block	hIAP act	mIAP act
1	COc1ccc(CCN2C(=O)CC(N3CCC(C(N)=O)CC3)C2=O)cc1OC (configuration not stated)	0	-1	-2	-10	9	10	-2	1	0.9
16	COc1ccc2c(c1)C(=O)N(c1ccc(C)cc1)C(=O)C2	2	28	-2	-5	26	6	-3	1	0.94
23	COc1ccc(NC(=S)N2CCN(S(C)(=O)=O)CC2)cc1	-1	4	-2	-3	11	2	15	0.85	0.98
36	COc1ccccc1CNC(=O)N[C@@H](Cc1ccccc1)C(=O)O	-4	3	1	-3	1	-5	3	0.97	1.1
38	CCC(c1nnnn1Cc1ccc(OC)cc1)N(CCCO)Cc1cc2cc3c(cc2[nH]c1=O)OCO3 (configuration not stated)	-2	-27	36	1	-9	-6	-11	1.1	1.1
39	COc1ccccc1N1CCN(c2nc3c(C)cccn3c(=O)c2C=O)CC1	0	-12	1	-4	26	5	11	0.89	0.95
40	COc1ccc(C(=O)O)cc1S(=O)(=O)NCc1ccncc1	-3	-1	-3	-5	4	-4	15	0.85	1
43	COc1ccc(/C=C/C(=O)OCc2cccc([N+](=O)[O-])c2)cc1	-2	0	-2	-3	31	-6	-3	1	1.1
50	COc1ccc(C)cc1NC(=O)CSc1ccc(-c2ccccn2)nn1	-1	-1	-4	-6	8	4	-15	1.2	0.95
